Yp Topo-I inh: Yersinia pestis topoisomerase I inhibitors, primary screen, biochemical, cleavage product accumulation, plate reader, single point; activity, % at 10 µM; DNA topoisomerase I (Yersinia pestis CO92); AID 504884, 2011; 360,000 tested, 0.064% active; Y. pestis Topo-I cleavage product accumulation; in the data active = activity above about 50%, passing the limit was not always enough; inconclusive = no clear call, values can overlap the other calls; also: inactives centre near 2
BH1578 lux ind: inducers of Vibrio cholerae quorum light production without autoinducers, primary screen, BH1578 luxS cqsA deficient, single point. V. cholerae BH1578 lux reporter, luminescence, 6 h. activation, % at 18.7 µM. 350,000 tested, 0.16% active; in the data active = activation mostly above about 9.7%, no sharp cut-off; inconclusive = no clear call, values can overlap the other calls; inactive = mostly below about 3.7%; also: not every result past the cut was called active; inactives centre near 0; reference of the scale not given here
PriA SSB inh: inhibitors of Klebsiella pneumoniae PriA binding to SSB C-terminal tail, primary screen, biochemical, AlphaScreen. AlphaScreen SSBct-PriA binding, biotinylated peptide. inhibition, % at 33 µM. 430,000 tested, 0.6% active; in the data active = inhibition mostly above about 37%, no sharp cut-off; inactive = mostly below about 20%;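 also: plate controls were negative control peptide for no effect and reference peptide for full effect; strong numbers were not always called active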
TcdB inh: TcdB glycohydrolase inhibitors, primary screen, biochemical, single point, plate reader; TcdB glycohydrolase enzymatic assay; inhibition, % at 9.99 µM; 350,000 tested, 0.24% active; in the data active = inhibition above about 10%
VHR inh abs: VHR1 phosphatase inhibitors, primary screen, biochemical, absorbance, uHTS. Dual specificity protein phosphatase 3 (Homo sapiens), P51452. recombinant VHR phosphatase, pNPP absorbance. inhibition, % at 13.3 µM. 290,000 tested, 0.52% active. AID 1654, 2009; in the data active = inhibition above about 50%; also: some compounds called inactive have numbers as strong as hits
Rv3671c protease: Rv3671c serine protease inhibitors, primary screen, biochemical, fluorescence polarization, M. tuberculosis H37Rv; P9WHR9; inhibition, % at 5.96 µM; 320,000 tested, 0.048% active; AID 2606, 2010; in the data active = inhibition above about 38%;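 also: extracellular domain of Rv3671c used as enzyme; 0% = enzyme with DMSO and 100% = no enzyme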
SARS 3CLpro inh: SARS-CoV 3CLpro protease inhibitors, primary screen, biochemical, quenched FRET | Replicase polyprotein 1ab (Severe acute respiratory syndrome coronavirus), P0C6X7 | recombinant SARS-CoV 3CLpro, quenched FRET peptide cleavage | inhibition, % at 6 µM | 290,000 tested, 0.14% active | AID 1706, 2009; in the data active = inhibition above about 12%
Anthrax LF prot: Bacillus anthracis LF protease inhibitors, primary screen, biochemical, multiplex microsphere, MLPCN library | Lethal factor (Bacillus anthracis), P15917 | multiplex microsphere protease cleavage assay | inhibition, % at 10 µM | 360,000 tested, 0.12% active | AID 588501, 2011; in the data active = inhibition above about 30%; inconclusive = no clear call, values can overlap the other calls; also: plate controls were buffer without enzyme for full effect and enzyme alone for no effect
Target sequence (P15917 whole entry, looked up): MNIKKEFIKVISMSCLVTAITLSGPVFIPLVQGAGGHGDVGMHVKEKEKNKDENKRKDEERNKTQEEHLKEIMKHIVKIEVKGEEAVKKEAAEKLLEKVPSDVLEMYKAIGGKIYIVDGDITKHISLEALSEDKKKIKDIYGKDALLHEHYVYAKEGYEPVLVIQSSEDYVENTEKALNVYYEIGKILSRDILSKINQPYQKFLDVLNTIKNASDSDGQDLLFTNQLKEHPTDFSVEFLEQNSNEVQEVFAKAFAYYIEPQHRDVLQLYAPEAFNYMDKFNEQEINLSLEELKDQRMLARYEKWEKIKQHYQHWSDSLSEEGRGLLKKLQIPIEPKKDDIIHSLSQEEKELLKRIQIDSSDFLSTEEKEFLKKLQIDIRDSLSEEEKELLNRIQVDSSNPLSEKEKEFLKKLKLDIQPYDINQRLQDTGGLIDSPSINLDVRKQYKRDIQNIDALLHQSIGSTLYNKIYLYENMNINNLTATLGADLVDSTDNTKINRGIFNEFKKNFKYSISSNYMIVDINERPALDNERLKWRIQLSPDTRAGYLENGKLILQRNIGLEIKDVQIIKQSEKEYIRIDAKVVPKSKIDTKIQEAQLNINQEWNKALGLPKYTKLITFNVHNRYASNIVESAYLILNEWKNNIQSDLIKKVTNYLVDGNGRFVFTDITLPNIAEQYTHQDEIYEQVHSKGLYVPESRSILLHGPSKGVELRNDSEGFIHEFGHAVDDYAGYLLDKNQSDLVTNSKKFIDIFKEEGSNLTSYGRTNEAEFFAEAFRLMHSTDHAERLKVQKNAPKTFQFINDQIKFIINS
PfHsp40 rescue: rescue of yeast from PfHsp40 toxicity, primary screen, S. cerevisiae, ATP luminescence; S. cerevisiae expressing PfHsp40, growth rescue; growth rescue, % at 12.5 µM; 340,000 tested, 0.68% active; in the data active = growth rescue above about 28%, passing the limit was not always enough; inconclusive = no clear call, values can overlap the other calls;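 also: yeast W303a lacking pdr1 and pdr3 grown in galactose medium; growth measured after three days at 30 °C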
MazF activator: activators of E. coli MazEF toxin-antitoxin RNase, primary screen, biochemical, fluorescence, uHTS | FAM/BHQ RNA-DNA oligo cleavage fluorescence, 5 h | activation, % at 20 µM | 350,000 tested, 0.32% active | AID 504720, 2011; in the data active = activation above about 50%
Target sequence (P0AE70 whole entry, looked up): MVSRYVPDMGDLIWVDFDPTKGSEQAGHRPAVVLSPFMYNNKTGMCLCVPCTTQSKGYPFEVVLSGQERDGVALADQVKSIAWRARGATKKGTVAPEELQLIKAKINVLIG
* marks the source's active call; other numbers are inactive results; i = inactive; ? = inconclusive; nt = not tested or not shown. A portion of the library; count on the stated rates, not on these rows.

The line under a structure holds: Yp Topo-I inh	BH1578 lux ind	PriA SSB inh	TcdB inh	VHR inh abs	Rv3671c protease	SARS 3CLpro inh	Anthrax LF prot	PfHsp40 rescue	MazF activator
1	COc1cccc(OC)c1C(=O)OCC(=O)N(c1ccccc1)C1CCCCC1
 : 24.5	-1.3	-2.4	0.5	nt	-14.3	nt	-1.0	1.5	-5.4
2	CC(=O)Nc1ccc(NC(=O)C(C)OC(=O)c2c(NC(C)=O)sc(C)c2C)cc1 (stereo unspecified)
 : 6.0	-0.3	-4.3	-0.3	nt	13.4	nt	12.4	-0.8	-6.3
3	COc1ccccc1C(=O)NC1CCSc2ccccc21 (stereo unspecified)
 : 11.4	i	-0.8	1.8	-5.5	1.1	-0.1	0.9	0.2	-7.3
4	Cc1ccc(SCCNC(=S)Nc2cc(C)ccc2C)cc1
 : 30.8	1.3	-9.1	nt	-18.3	-9.9	-0.2	-3.8	1.2	1.4
5	CN1CCN(c2cc(=O)n(Cc3ccc(F)cc3)c(=O)[nH]2)CC1
 : 1.2	-0.2	-8.8	-1.0	15.1	-1.4	7.4	-4.2	1.6	-4.2
6	CC(=O)Nc1cccc(NC(=O)CSc2n[nH]c(-c3ccccc3)n2)c1
 : -7.8	i	-6.0	-0.9	nt	-19.8	nt	-2.8	-0.5	3.8
7	COc1ccc(C(=O)COC(=O)c2ccccc2C(=O)N(C)c2ccccc2)c(OC)c1
 : 25.2	-5.0	4.3	3.0	nt	7.8	nt	-2.2	1.2	-0.2
8	Clc1ccc(NCc2nnc3n2CCCCC3)cc1
 : -6.2	nt	-3.4	nt	4.0	1.5	-1.5	-3.7	-1.0	2.3
9	COc1ccc2oc(=O)c(C(=O)n3ccc(C)n3)cc2c1
 : 7.7	-1.0	-21.6	nt	12.9	0.0	1.3	3.7	-0.6	3.8
10	CSc1ccc(CN2CCC(Cc3ccccc3)CC2)cc1
 : 11.1	0.3	-11.1	1.1	-22.9	0.4	-7.1	7.0	-0.5	5.7
11	Cc1ccc(-c2nnc(OCCN3CCOCC3)c3ccccc23)cc1
 : 28.7	i	-9.3	nt	21.4	-3.9	-2.1	-2.2	-0.8	0.6
12	COc1ccc(C2CC(c3cccs3)=NN2C(=O)CSc2nc3ccccc3s2)cc1 (stereo unspecified)
 : 22.8	i	-8.2	nt	22.7	-8.7	1.8	-0.8	-0.5	-2.2
13	Cn1c(=O)c2c(SCC(=O)Nc3ccccc3F)nc(C3CC3)nc2n(C)c1=O
 : -1.1	-0.3	-9.3	1.0	-46.4	11.5	-1.1	2.1	-0.8	-20.0
14	CC1CCCN(S(=O)(=O)c2ccc(NC(=O)C3CC(=O)N(c4ccccc4)C3)cc2)C1 (stereo unspecified)
 : 27.3	-0.2	-10.0	-3.4	-7.7	-7.1	6.3	1.8	-1.3	5.2
15	COC(=O)c1cc(=O)n(Cc2ccc(OC)c(OC)c2)c(=Nc2ccc(F)cc2)s1
 : 16.0	-0.1	-4.5	-0.9	-6.0	-1.8	-2.5	-6.8	0.4	-0.6
16	CS(=O)(=O)c1ccc2nc(NC(=O)CN3CCOCC3)sc2c1
 : 1.6	0.4	3.5	0.4	17.9	1.3	-2.2	nt	-0.4	1.3
17	CCOC(=O)C1(Cc2ccc(OC)cc2)CCN(C(=O)C2CC(=O)N(C3CC3)C2)CC1 (stereo unspecified)
 : 4.1	-0.1	-1.7	1.0	23.3	-0.9	2.8	-5.0	-1.3	6.0
18	O=C(NC1CC1)C1CCN(C2CCN(C(=O)Cc3ccc(F)cc3)CC2)CC1
 : 1.5	4.2	1.9	-1.0	4.8	0.8	-2.1	1.7	-0.4	7.9
19	CSc1ccc(C(=O)C2CCCN(C(=O)c3csc(C(C)=O)c3)C2)cc1 (stereo unspecified)
 : 5.7	-0.4	-8.3	1.2	30.7	-9.5	3.6	4.0	-1.5	-13.7
20	CCOc1ncccc1C(=O)N1CCN(C(=O)c2ccccc2)CC1
 : -1.4	i	-2.4	-0.4	19.0	4.0	1.7	1.2	-0.6	1.5
21	CCC(=O)N1CC(=O)Nc2ccc(F)cc2C1c1ccccc1 (stereo unspecified)
 : 0.5	-0.3	-14.3	-7.0	16.6	-4.7	6.0	4.8	-0.5	1.1
22	Cc1c(NC(=O)CN(c2ccccc2)S(=O)(=O)c2ccc(F)cc2)c(=O)n(-c2ccccc2)n1C
 : 4.5	i	-3.1	-0.4	21.8	2.7	1.4	1.7	-0.9	2.9
23	O=C(CCN1C(=O)c2ccccc2C1=O)NC(=S)Nc1ccccc1Cl
 : 5.4	-0.3	8.4	0.2	31.5	-8.7	-0.6	-1.2	1.7	8.4
24	COc1ccc(CC2SC(N)=NC2=O)cc1 (stereo unspecified)
 : 3.1	-0.4	nt	0.5	8.1	-0.8	-2.4	1.1	-0.6	8.8
25	CCOC(=O)c1cnc2cc(F)c(F)cc2c1N1CCOCC1
 : -0.3	i	-18.8	2.4	-4.7	6.2	3.5	5.4	-1.6	1.3
26	CCOC(=O)N1CCC(N(C(=O)Nc2cccc(OC)c2)C(C)CC)CC1 (stereo unspecified)
 : 7.9	1.6	-1.8	nt	2.6	1.5	7.4	-3.6	-0.4	-2.0
27	O=C(CCn1[nH]c(=O)c2ccccc2c1=O)N1CCOCC1
 : -1.6	i	-17.2	nt	9.9	-5.4	1.9	-2.6	-2.0	-1.6
28	CCOC(=O)NN1C(=O)c2ccccc2NC1c1cccc(O)c1 (stereo unspecified)
 : 4.6	i	1.1	0.3	4.0	-16.2	-0.8	-1.6	-0.8	-12.9
29	Cc1nc2c([nH]c3ccccc32)c(=O)n1N
 : 4.3	i	-18.4	0.7	31.3	-19.6	1.9	-6.6	-0.7	2.5
30	Cc1ccc(-c2nnn(CC(=O)N(CC(=O)NC(C)C)c3cnc4ccccc4c3)n2)o1
 : 4.3	i	4.9	0.2	0.0	-5.7	2.9	-1.8	-0.2	7.8
31	CCOc1ccc(-c2cn(-c3ccc(OC)cc3)c(SC)n2)cc1
 : 30.8	i	10.7	nt	1.9	4.2	4.0	-7.1	11.0	-4.5
32	Cc1cccc(C)c1NC(=S)N1CCOCC1
 : -2.9	-0.5	-3.2	0.1	4.9	1.3	-6.0	-4.3	1.0	-1.6
33	O=c1cc(-c2cccnc2)oc2c1ccc1ccccc12
 : 8.6	-0.6	-1.2	1.1	33.9	-1.6	-1.7	?	nt	8.2
34	COc1ccccc1CNC(=O)C(CC(C)C)NS(=O)(=O)c1ccc2c(c1)oc(=O)n2C (stereo unspecified)
 : -10.8	-0.2	-1.8	1.1	20.8	1.7	1.1	-12.3	0.5	-8.0
35	COCc1cc(C)nc(SCC(=O)NCC2CCCO2)c1C#N (stereo unspecified)
 : 2.7	-0.5	6.7	-0.3	10.2	3.1	-1.6	0.2	-1.4	7.6
36	Cc1ccccc1-n1c(N)cc(=O)[nH]c1=S
 : 8.2	-12.5	-12.8	nt	29.3	0.2	7.0	-2.3	1.1	5.0
37	CCc1ccc(OCC(=O)Nc2ccc(S(=O)(=O)Nc3ccccn3)cc2)cc1
 : 19.4	-0.3	-1.9	0.8	-40.5	-0.2	0.4	1.0	-1.1	-0.9
38	COc1ccc(CCNCCC(c2ccccc2)c2ccccc2)cc1OC
 : 13.6	-0.5	nt	0.0	nt	nt	nt	-4.1	nt	9.9
39	CCN1/C(=C(\O)c2ccccc2)C(=O)c2ccccc2S1(=O)=O
 : -3.0	i	nt	nt	14.6	3.7	5.4	-1.5	3.3	5.1
40	COc1ccc(S(=O)(=O)CCC(=O)Nc2cc(C)ccc2OC)cc1
 : 3.3	1.2	-3.7	1.1	-10.7	-8.3	-6.5	0.2	-0.7	1.5

Pulled by compound from the list above:
The line under a structure holds: Yp Topo-I inh	BH1578 lux ind	PriA SSB inh	TcdB inh	VHR inh abs	Rv3671c protease	SARS 3CLpro inh	Anthrax LF prot	PfHsp40 rescue	MazF activator
35	COCc1cc(C)nc(SCC(=O)NCC2CCCO2)c1C#N (stereo unspecified)
 : 2.7	-0.5	6.7	-0.3	10.2	3.1	-1.6	0.2	-1.4	7.6
33	O=c1cc(-c2cccnc2)oc2c1ccc1ccccc12
 : 8.6	-0.6	-1.2	1.1	33.9	-1.6	-1.7	?	nt	8.2

Additional compounds follow.
The line under a structure holds: Yp Topo-I inh	BH1578 lux ind	PriA SSB inh	TcdB inh	VHR inh abs	Rv3671c protease	SARS 3CLpro inh	Anthrax LF prot	PfHsp40 rescue	MazF activator
41	O=C(CNS(=O)(=O)c1ccc(Br)s1)N1CCN(c2ccc(F)cc2)CC1
 : 18.7	-0.5	-6.5	-0.6	20.3	-4.1	2.3	-3.7	0.9	0.7
42	COc1c(C)cc(C(=O)C2CCCN(Cc3ccc(Oc4ncccn4)cc3)C2)cc1C (stereo unspecified)
 : 24.9	i	12.1	1.0	48.8	6.7	-0.2	-1.9	1.2	-5.3
43	Cc1ccc2nc(-c3cccc(S(=O)(=O)N4CC(C)OC(C)C4)c3)cn2c1 (stereo unspecified)
 : 20.1	-0.2	0.3	2.8	31.5	-5.0	-3.1	1.9	1.3	3.1
44	CCc1ccccc1NC(=O)CCNS(=O)(=O)c1cc(Br)cnc1N
 : 6.6	-0.2	2.4	1.2	-9.0	5.3	-4.0	-0.8	1.2	18.6
45	CC1CC(C)CN(C(=O)c2cc3c(=O)n4ccccc4nc3s2)C1 (stereo unspecified)
 : 0.2	-0.2	-6.1	1.0	10.2	8.6	0.4	-1.3	-1.6	4.6
46	O=C(COC(=O)/C=C/c1ccc(Cl)cc1)Nc1cccc(S(=O)(=O)NC2=NCCCCC2)c1
 : 4.9	-0.2	-3.7	0.6	nt	-16.1	nt	-1.3	-0.3	3.9
47	CCc1ccc(-c2cnc3ccccc3n2)cc1NC(=O)CNC(=O)c1ccccc1
 : -7.0	i	5.5	0.4	10.4	1.6	3.8	-1.7	-0.9	-126.5
48	COc1cccc(C(C)NC(=O)C2CCCO2)c1 (stereo unspecified)
 : -6.4	-2.1	-3.0	1.3	1.0	1.6	2.8	-5.5	-0.1	-5.7
49	CCCCN(C(=O)c1ccc([N+](=O)[O-])o1)c1c(N)n(CC(C)C)c(=O)[nH]c1=O
 : 7.4	5.9	7.9	-1.0	nt	-6.4	nt	-1.5	-2.5	nt
50	COc1cccc(O)c1CN1CCCC(C(=O)c2sccc2C)C1 (stereo unspecified)
 : 0.3	-0.9	-9.4	1.1	42.6	-6.7	-4.1	-4.4	-1.4	0.4

Source: PubChem BioAssay (several laboratories)
